# RGS12 GoLoco inh = blocks human Gai1 binding to RGS12 GoLoco peptide, red readout. P63096. Gai1:RGS12 GoLoco peptide FP, rhodamine, 10 min. Potency, µM (highest dose often 61.6 µM), without a hit: top-dose activity, negative = inhibition, hits mostly inhibitors. 230,000 tested, 0.44% active. AID 880; active means well fitted inhibition curve with a large enough effect, not every such curve was filed as active; inactive means no such curve, though single readings can be large or run the other way; further: on the % scale 0 is the no-effect control and ±100 the full control effect; nearly all actives have a fitted effect of over 30% in size; many of its hits are not listed in these tables
# Target sequence (P63096 whole entry, looked up): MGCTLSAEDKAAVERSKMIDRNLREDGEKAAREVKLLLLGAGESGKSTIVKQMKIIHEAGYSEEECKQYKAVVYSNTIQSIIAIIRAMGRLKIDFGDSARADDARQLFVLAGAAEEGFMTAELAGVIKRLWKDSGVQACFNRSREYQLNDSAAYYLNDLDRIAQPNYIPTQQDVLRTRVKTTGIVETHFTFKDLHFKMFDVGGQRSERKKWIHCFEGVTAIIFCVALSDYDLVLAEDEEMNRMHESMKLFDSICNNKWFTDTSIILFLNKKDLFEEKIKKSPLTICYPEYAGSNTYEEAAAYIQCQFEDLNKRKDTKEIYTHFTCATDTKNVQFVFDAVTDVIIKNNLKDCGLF
# GAA inh = inhibitors of human lysosomal alpha-glucosidase; Potency, µM (top dose mostly 76.9 µM), inactives show at the top dose activity change, negative = inhibition, usual class: inhibitors; purified human GAA, 4-MU-alpha-glucoside fluorescence; P10253; 200,000 tested, 0.005% active;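 further: plate controls were uninhibited enzyme wells for no effect and no-enzyme background for full effect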
#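 AC50 values come from Hill fits of compound titrations (up to 77 uM) against 4 nM human enzyme. Substrate 4-methylumbelliferyl-alpha-D-pyranoside at 400 uM, pH 5.0 citrate buffer, 20 min room temperature; fluorescence Ex 365/Em 440 after alkaline stop.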
# HTT aggregate = reduces HttQ103-GFP aggregates in PC12 cells. PC12 HttQ103-GFP aggregates, Acumen cytometry, 40 h. Potency, µM (highest dose often 46.1 µM), for the others: top-dose activity change, negative = inhibition, hits mostly inhibitors. 220,000 tested, 1.1% active; further: on the % scale 0 is the no-effect control and ±100 the full control effect; nearly all actives have a fitted effect of over 60% in size
#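 Aggregate formation scored by laser-scanning cytometer (488 excitation, 500–530 emission) in lysed PC12 cells expressing Q103-GFP after 100 nM tebufenozide induction; library tested in dose series, with ATPLite reagent added in the multiplex.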
# HTT cytoprotect = protects HTT-Q103 PC12 cells, measured by ATP. PC12 HTT-Q103 induced, cytoprotection, ATP luminescence, 40 h. Potency, µM (doses to about 56.4 µM), inactives show cytoprotection (ATP increase), usual class: activators. 230,000 tested, 0.14% active. AID 1471;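 further: % of control where 0% means no effect; nearly all actives have a fitted effect of over 45% in size; toxic huntingtin expression switched on by the ecdysone agonist tebufenozide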
#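 Compounds were screened for protection of PC12 cells against cell death after tebufenozide induction (100 nM final) of mutant Huntingtin exon 1 (Q103) fused to GFP.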
# GAA glycogen mod = GAA glycogen-cleavage inhibition or activation. P10253. recombinant GAA, glycogen substrate, Amplex Red glucose oxidase fluorescence. Potency, µM (series often up to 76.4 µM), inactives show at the top dose activity change, negative = inhibition, actives largely listed as inhibitors. 300,000 tested, 0.38% active;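 further: 0% = full enzyme reaction and -100% = no-enzyme basal signal; the screen sought inhibitors and activators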
#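 Recombinant enzyme (4 nM final) with compounds titrated up to 77 uM and bovine liver glycogen (30 ug) in citrate pH 5.0, 0.01% Tween-20, 37 C 40 min. Released glucose detected by Amplex Red/glucose oxidase (Ex 573/Em 610); AC50 from Hill fits.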
# IMPase Li inh = cell-permeable IMPase inhibitors with lithium potentiation; CHO-M1 cells, IP1 TR-FRET (IP-One), carbachol + lithium; Potency, µM (titrated, usually from 59.4 µM), without a hit: at the top dose activity, negative = IMPase inhibition, hits mostly inhibitors; 210,000 tested, 0.35% active;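 further: IP1 builds up when IMPase is blocked and the TR-FRET signal falls; plate controls were basal vehicle for no effect and high inhibitor control for full effect; nearly all actives have a fitted effect of over 50% in size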
#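 CHO cells stably expressing M1 receptor (2000/well, cultured 16–30 h) treated 30 min at 37C with compound plus low lithium. Cytosolic IP1 by TR-FRET (665/620 ratio and 620 channel) after 10 min lysis; AC50 by Hill fit.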
# GAA spleen mod = inhibits or activates alpha-glucosidase in human spleen homogenate; P10253; human spleen homogenate, 4-MU-alpha-glucoside fluorescence; Potency, µM (titrated, usually from 79.9 µM), inactives show top-dose activity change, negative = inhibition, hits mostly inhibitors; 240,000 tested, 0.006% active; AID 2112;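 further: 0% = enzyme with vehicle and -100% = no enzyme basal signal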
#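 Enzyme source: human spleen homogenate, 1 ug/well. Buffer 50 mM citric acid/K phosphate pH 5.0, 0.01% Tween-20. 4-MU-alpha-glucoside 1 mM; 37 C x 40 min; NaOH/glycine stop; fluorescence.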
# Starred values were filed as active, the others as inactive; ? = inconclusive; / = not tested or not shown; [ ] = another dose, or the depositor's remark. Unless noted, the call rests on the fitted dose curve; in most records, active means well fitted curve in the direction sought with a large enough effect; inconclusive means small, poorly fitted or top-dose-only effect, or another doubt; inactive means no such curve, though single readings can be large; an effect the other way counts as inactive or inconclusive. Potency means the concentration at half of the fitted maximal effect.
1. COc1cc2c(cc1OC)C(C)=NCC2
2. COc1ccc(N2CCN(C(=O)c3cccc4nc(C)oc34)CC2)cc1
3. CC(C)(C)C(=O)Nc1ccc(N2CCN(S(C)(=O)=O)CC2)cc1
4. CCC(=O)N(c1ccc(C(=O)O)cc1)c1nc(-c2ccc(OC)cc2)c(C)s1
5. COc1ccccc1NC(=S)NC(NC(=O)c1ccco1)C(Cl)(Cl)Cl (stereo not drawn)
6. COc1ccc(C(=S)N2CCOCC2)cc1OC(=O)c1cccc([N+](=O)[O-])c1

screen / no.	1	2	3	4	5	6
RGS12 GoLoco inh	6%	-12%	-7%	-14%	48%[activator]	3%
GAA inh	?	-15%	2%	?	0%	?
HTT aggregate	-14%	21%	-2%	1%	7%	-6%[9.22 µM]
HTT cytoprotect	-51%[inhibitor]	/	1%	-48%[inhibitor]	17%[10 µM]	-1%[10 µM]
GAA glycogen mod	5%	-28%	-10%	8%	16%	9%
IMPase Li inh	-1%	-3%	-7%	0%	23%	0%
GAA spleen mod	-2%	-10%	-7%	-24%	-2%	-4%

7. CCOC(=O)N1CCN(C(=O)COc2cc(=O)n(C)c3ccccc23)CC1
8. Cc1cc(C)c(S(=O)(=O)c2ccccc2C)c(N(C)C)n1
9. CC(C)c1nc(SCC(=O)N2CC(=O)Nc3ccccc32)c2ccccc2n1
10. CCC(=O)Nc1ccc(S(=O)(=O)NCC2CCCO2)cc1 (stereo not drawn)
11. O=C1c2ccccc2C(=O)N1Cc1nc(-c2ccncc2)no1
12. COc1ccc(N2CCN(C(=O)c3nc4nc(C)cc(C)n4n3)CC2)cc1

screen / no.	7	8	9	10	11	12
RGS12 GoLoco inh	10%	-1%	10%	135%[activator]	/	3%
GAA inh	0%	-1%	11%	2%	-5%	-6%
HTT aggregate	8%	-4%	-5%[9.22 µM]	-13%	-9%	0%
HTT cytoprotect	-9%[10 µM]	-4%	1%[10 µM]	0%	2%[0.074 µM]	-31%
GAA glycogen mod	4%	0%	-9%	-2%	10%	4%
IMPase Li inh	12%[38.3 µM]	14%[38.3 µM]	11%	19%[38.3 µM]	/	10%
GAA spleen mod	-5%	1%	0%	-1%	3%	5%

13. CCc1cc2c(=O)n(Cc3ccco3)c(SCC(=O)NC3CCS(=O)(=O)C3)nc2s1 (stereo not drawn)
14. Cc1ccc(C(=O)N/N=C2\CC3CC=CC23)c(C)c1 (stereo not drawn)
15. Oc1[nH]c(N=C2N=c3ccccc3=N2)c2ccccc12
16. O=C1c2cnccc2CN1Cc1ccccc1
17. Cc1ccccc1OCCNC(=O)CSc1ccc(C(F)(F)F)cc1[N+](=O)[O-]
18. N#Cc1c(NC(=O)CSc2ncn[nH]2)sc2c1CCCC2

screen / no.	13	14	15	16	17	18
RGS12 GoLoco inh	15%	10%	3%	13%	8%	24%
GAA inh	5%	0%	-1%	-2%	-1%	?
HTT aggregate	-2%	21%	-1%[9.22 µM]	12%	-8%	-19%
HTT cytoprotect	-17%[10 µM]	-53%[inhibitor]	-18%[10 µM]	-5%	-7%[10 µM]	-14%
GAA glycogen mod	-4%	-3%	9%	1%	-16%	0%
IMPase Li inh	2%	0%	/	12%[38.3 µM]	12%	30%[38.3 µM]
GAA spleen mod	-1%	5%	3%	-3%	-4%	-7%

19. Cc1ccc(-c2csc(NC(=O)c3cccs3)n2)cc1
20. CCOC(=O)c1sc(=S)n(Cc2ccccc2)c1C
21. O=C(Cn1cnc2c(nnn2-c2ccccc2)c1=O)N1CCCc2ccccc21
22. CCOC(=O)CC1C(=O)NCCN1S(=O)(=O)c1ccc(Cl)cc1 (stereo not drawn)
23. CNS(=O)(=O)c1cccc(C(=O)NCC2(N3CCOCC3)CCCCC2)c1
24. CCOc1ccc(/C=C/C(=O)Nc2ccc(OC)cc2[N+](=O)[O-])cc1

screen / no.	19	20	21	22	23	24
RGS12 GoLoco inh	-2%	14%	-3%	4%	3%	12%
GAA inh	-19%	-18%	-7%	-2%	-9%	4%
HTT aggregate	-13%	3%[9.22 µM]	?	3%	-9%	-24%
HTT cytoprotect	-31%	1%[10 µM]	-14%	25%	-39%[inhibitor]	18%
GAA glycogen mod	-3%	-3%	2%	9%	0%	-1%
IMPase Li inh	32%[activator][38.3 µM]	/	15%[38.3 µM]	-2%[38.3 µM]	8%	-8%[38.3 µM]
GAA spleen mod	-16%	7%	1%	-1%	-4%	-10%

25. Nc1nc(NCc2ccco2)nc(Nc2ccccc2)c1[N+](=O)[O-]
26. CCOc1ccccc1NC(=O)NC(=O)N(C)S(=O)(=O)c1ccc(C)cc1
27. CCc1ccccc1NC(=O)c1nnn(CC(=O)Nc2cccc(C)c2C)c1N
28. O=C1CC(c2ccccc2)Cc2nc3ncnn3cc21 (stereo not drawn)
29. CSc1ccccc1C(=O)NCc1ccc(C)cc1
30. Cc1ccc(C(=O)NNC(=O)c2ccccc2-n2cccc2)cc1

screen / no.	25	26	27	28	29	30
RGS12 GoLoco inh	-4%	-6%	-4%	0%	0%	1%
GAA inh	-8%	2%	0%	1%	3%	-2%
HTT aggregate	-6%[9.22 µM]	?	4%	-4%	29%	8%
HTT cytoprotect	27%[10 µM]	-5%	-50%[inhibitor]	-27%	-7%	-10%
GAA glycogen mod	13%	6%	3%	-11%	1%	-8%
IMPase Li inh	/	1%	10µM*	24%[38.3 µM]	0%	-6%
GAA spleen mod	-1%	2%	-9%	-1%	-1%	/

# Compound profiles, from the list above. Order of screens: RGS12 GoLoco inh	GAA inh	HTT aggregate	HTT cytoprotect	GAA glycogen mod	IMPase Li inh	GAA spleen mod
# `CCc1ccccc1NC(=O)c1nnn(CC(=O)Nc2cccc(C)c2C)c1N` reads -4%	0%	4%	-50%[inhibitor]	3%	10µM*	-9%
# `O=C1CC(c2ccccc2)Cc2nc3ncnn3cc21` (stereo not drawn) reads 0%	1%	-4%	-27%	-11%	24%[38.3 µM]	-1%
# `Nc1nc(NCc2ccco2)nc(Nc2ccccc2)c1[N+](=O)[O-]` reads -4%	-8%	-6%[9.22 µM]	27%[10 µM]	13%	/	-1%

# (cont.)
31. Cc1ccc(S(=O)(=O)/N=C2\C(=O)c3ccccc3C([O-])=C2n2cc[n+](CCC(C)C)c2)cc1
32. COc1ccc(N(CC(=O)N2CCc3ccccc32)S(=O)(=O)c2c(C)nn(C)c2C)cc1
33. Cc1ccc(OCC(O)Cn2c(=N)n(CCN3CCOCC3)c3ccccc32)cc1 (stereo not drawn)
34. CC(C)N(Cc1nc(-c2ccccc2)no1)C(=O)CN(C)S(=O)(=O)c1ccc(Br)cc1
35. O=C(NNC(=O)c1ccccc1Br)c1ccc(SCC2CCCO2)c([N+](=O)[O-])c1 (stereo not drawn)
36. O=C(CSc1nnc(CCCOc2ccc(Cl)cc2Cl)o1)Nc1ccc(C(=O)O)cc1

screen / no.	31	32	33	34	35	36
RGS12 GoLoco inh	6%	-4%	4%	/	2%	-6%
GAA inh	?	-6%	-3%	-1%	4%	3%
HTT aggregate	?	-1%	6%	0%	3%	11%
HTT cytoprotect	-93%[inhibitor]	-14%	-21%	-4%	-10%	/
GAA glycogen mod	7%	-17%	-4%	-5%	7%	7%
IMPase Li inh	2%[38.3 µM]	7%[38.3 µM]	11%[38.3 µM]	/	-4%[38.3 µM]	-9%
GAA spleen mod	2%	4%	-2%	3%	-1%	-2%

37. NC(=O)c1cc(-c2ccccc2)sc1NC(=O)CN1CCCCC1
38. COc1cccc(NC(=S)N(Cc2cccc(Br)c2)CC2CCC(C(=O)O)CC2)c1 (stereo not drawn)
39. S=c1nc(-c2ccc(Br)cc2)oc2c1CCCC2
40. CC1CN(c2ccc(Cl)cc2[N+](=O)[O-])CCN1S(C)(=O)=O (stereo not drawn)
41. CC1(C)C2CC[C@@]1(C)C(=O)C2
42. Cc1ccccc1N1CCN(C(=S)c2ccc(-c3ccc([N+](=O)[O-])cc3)o2)CC1

screen / no.	37	38	39	40	41	42
RGS12 GoLoco inh	1%	11%	27%	21%	4%	-7%
GAA inh	0%	1%	0%	5%	/	/
HTT aggregate	11%	11%	-3%[9.22 µM]	8%[9.22 µM]	/	-17%[9.22 µM]
HTT cytoprotect	20%[10 µM]	-19%	20%	21%[10 µM]	-25%	19%[10 µM]
GAA glycogen mod	-14%	-4%	-6%	-5%	/	1%
IMPase Li inh	47%[activator]	-1%	-7%[38.3 µM]	11%	21%	/
GAA spleen mod	1%	-1%	2%	2%	-9%	7%

43. c1ccc(Cn2ccc(-c3cnc(-c4ccccc4)s3)n2)cc1
44. N#C/C(C(=O)NCc1ccco1)=C1/SC(Cc2ccc(F)cc2)C(=O)N1c1ccccc1 (stereo not drawn)
45. Cc1ccc(-n2c(SCC(=O)Nc3cccc(C)c3)nc3c(oc4ccccc43)c2=O)cc1
46. COc1cccc(NC(=O)c2ccc(S(=O)(=O)N(C)C)cc2)c1
47. O=C1N=C(N2CCOCC2)S/C1=C\c1ccncc1
48. CC(=O)Oc1ccc(N2C(=O)C3C4C=CC(CC4)C3C2=O)cc1[N+](=O)[O-] (stereo not drawn)
49. Nc1nnc(SCc2ccc([N+](=O)[O-])cc2)s1
50. O=C(Nc1cccc(Cl)c1)c1ccc(-n2cncn2)c([N+](=O)[O-])c1

screen / no.	43	44	45	46	47	48	49	50
RGS12 GoLoco inh	7%	26%	0%	1%	3%	-35%	3%	5%
GAA inh	-12%	0%	1%	-1%	/	-4%	5%	3%
HTT aggregate	-7%	2%	0%	11%	0%[9.22 µM]	-2%	-3%	-21%
HTT cytoprotect	-53%[inhibitor]	11%[10 µM]	13%[10 µM]	-50%[inhibitor]	17%[10 µM]	-33%	-15%	8%[10 µM]
GAA glycogen mod	-3%	-10%	-12%[76.3 µM]	-17%	0%	-1%	5%	3%
IMPase Li inh	21%[38.3 µM]	5%	-6%	9%	/	-8%	-6%	-2%
GAA spleen mod	-16%	3%	-3%	0%	6%	-5%	1%	-2%

# Structural class, those above with a COOH group
4. CCC(=O)N(c1ccc(C(=O)O)cc1)c1nc(-c2ccc(OC)cc2)c(C)s1
36. O=C(CSc1nnc(CCCOc2ccc(Cl)cc2Cl)o1)Nc1ccc(C(=O)O)cc1
38. COc1cccc(NC(=S)N(Cc2cccc(Br)c2)CC2CCC(C(=O)O)CC2)c1 (stereo not drawn)

screen / no.	4	36	38
RGS12 GoLoco inh	-14%	-6%	11%
GAA inh	?	3%	1%
HTT aggregate	1%	11%	11%
HTT cytoprotect	-48%[inhibitor]	/	-19%
GAA glycogen mod	8%	7%	-4%
IMPase Li inh	0%	-9%	-1%
GAA spleen mod	-24%	-2%	-1%

# Some of the compounds tested. The share of hits here may be higher or lower than overall.
